Compound activity: PubChem, National Center for Advancing Translational Sciences (NCATS)
RXFP1 antagonist = blocks the human relaxin receptor RXFP1 | AID 1259400 | activity change, negative = inhibition, % at 57.5 µM | actives 0.59% (n = 350,000) | HEK293-RXFP1, relaxin-stimulated cAMP HTRF, 30 min; hits give low values | Q9HBX9;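 active means activity change of -60% or lower, but not beyond a set lower limit; inconclusive means change between -60% and -40%, or beyond the set limit; inactive means change above -40%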; further: on the % scale 0 is the no-effect control and ±100 the full control effect
Target sequence (Q9HBX9 whole entry, looked up): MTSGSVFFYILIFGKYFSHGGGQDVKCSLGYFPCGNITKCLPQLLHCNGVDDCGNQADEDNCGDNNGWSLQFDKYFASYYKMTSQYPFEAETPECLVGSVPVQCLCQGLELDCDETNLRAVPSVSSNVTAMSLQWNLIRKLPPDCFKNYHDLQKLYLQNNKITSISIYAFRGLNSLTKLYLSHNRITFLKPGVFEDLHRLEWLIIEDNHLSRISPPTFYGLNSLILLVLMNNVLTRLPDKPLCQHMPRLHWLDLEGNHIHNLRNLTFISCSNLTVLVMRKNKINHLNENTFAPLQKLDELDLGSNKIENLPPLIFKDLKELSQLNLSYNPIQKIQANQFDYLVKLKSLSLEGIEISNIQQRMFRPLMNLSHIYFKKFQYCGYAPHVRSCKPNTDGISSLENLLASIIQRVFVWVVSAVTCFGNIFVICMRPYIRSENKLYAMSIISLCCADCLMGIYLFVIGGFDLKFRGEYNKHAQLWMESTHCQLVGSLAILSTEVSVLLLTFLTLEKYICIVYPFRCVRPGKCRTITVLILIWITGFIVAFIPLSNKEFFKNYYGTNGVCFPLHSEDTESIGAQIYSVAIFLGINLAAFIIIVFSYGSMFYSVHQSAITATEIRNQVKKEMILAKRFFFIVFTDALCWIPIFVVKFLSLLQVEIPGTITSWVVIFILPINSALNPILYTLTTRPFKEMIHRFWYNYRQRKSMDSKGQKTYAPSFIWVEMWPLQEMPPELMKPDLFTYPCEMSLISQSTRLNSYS
D1 PAM = human D1 dopamine receptor positive modulation; HEK293 TREx D1 cells, calcium flux, dopamine EC20 potentiation; potentiation, % at 10 µM; actives 0.036% (n = 360,000); AID 504651; in the data active means potentiation above about 30%; further: 0% is about no effect
TRHR agonist = activates the human TRH receptor; TRHR cells, calcium flux fluo-8, FDSS agonist mode; activation, % at 2 µM; actives 0.18% (n = 360,000); AID 493084; further: 0% is about no effect
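TRHR-expressing cells loaded with fluo-8 calcium dye; 23 nL library compound pin-transferred, kinetic FDSS fluorescence (Ex 480/Em 530) recorded about 180 s for agonist-induced calcium release, before a 10 nM TRH EC20 addition for potentiator mode.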
D2 antagonist = D2 dopamine receptor (human) antagonism. P14416. HEK293 TREx D2 cells, calcium flux, dopamine EC80. inhibition, % at 10 µM. actives 2% (n = 340,000). AID 485344; in the data active means inhibition above about 30%; further: 0% is about no effect
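Measurement of antagonist activity uses fluorescent calcium dye in inducible HEK293 T-REx D2 cells: 10 s baseline, compound addition with 180 s read, EC80 dopamine addition with a further 180 s read.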
D1 antag = blocks dopamine activation of the human D1 receptor; AID 504652; actives 3.2% (n = 360,000); HEK293 TREx D1 cells, calcium flux, dopamine EC80; hits give low values; activity change, negative = inhibition, % at 10 µM; in the data active means activity change below about -30%; further: on the % scale 0 is the no-effect control and ±100 the full control effect
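Allosteric or orthosteric antagonism assessed as attenuation of the calcium response to EC80 dopamine, added 180 s after compound, in induced HEK293 Trex D1 cells loaded with no-wash calcium dye.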
D2 potentiator = D2 dopamine receptor (human) potentiation | P14416 | AID 485347 | potentiation, % at 10 µM | HEK293 T-REx D2, calcium flux, EC20 dopamine potentiation | actives 0.34% (n = 340,000);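 active means potentiation over 3 SD above the plate norm, cut at about 30% in these data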; further: 0% is about no effect
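Primary screen. Calcium kinetics in induced HEK293 T-REx D2 cells: compound pre-addition 180 s, EC20 dopamine, 180 s more.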
TRHR enhancer = allosteric enhancers of human TRH receptor; TRHR cells, fluo-8 calcium fluorescence, EC20 TRH enhancement; enhancement, % at 2 µM; actives 0.66% (n = 360,000); AID 493056; in the data active means enhancement above about 30%; further: 0% is about no effect
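TRHR-expressing cells loaded with fluo-8 calcium dye were read kinetically (ex 480/em 530) during compound addition, then stimulated with an EC20 of TRH (10 nM final). Enhancement of the Gq-mediated intracellular calcium response was scored.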
D2 agonist = agonists of human D2 dopamine receptor. P14416. actives 0.53% (n = 340,000). activation, % at 2 µM. HEK293 T-REx D2 cells, calcium flux agonist mode. AID 485358;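 active means activation over 3 SD above normal in the single-dose calcium agonist read, cut at about 30% in these data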; further: 0% is about no effect
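In this primary screen, compounds producing a positive calcium signal within 180 s of addition to tetracycline-induced, force-coupled HEK293 Trex D2 cells are flagged; cells are dye-loaded with a no-wash calcium kit beforehand.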
D1 agonist = human D1 receptor agonism. P21728. AID 504660. activation, % at 2 µM. HEK293 T-REx D1 cells, calcium flux, agonist mode. actives 1% (n = 360,000); further: 0% is about no effect
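Tetracycline-induced HEK293 TREx D1 cells, force-coupled to calcium signalling, were dye-loaded with a no-wash calcium kit. Compound was pin-added after a 10 s baseline. Fluorescence was read kinetically at 1 cycle/s for 180 s, with calcium rises flagged as agonism.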
The depositor's hits bear a star; u = inconclusive; x = not tested or not shown. Unless noted, no stated cut-off is given here; in the data, active means activation above about 30%; inactive means the rest.

No.	SMILES	RXFP1 antagonist	D1 PAM	TRHR agonist	D2 antagonist	D1 antag
1	COc1cccc(Oc2nc(C)nc3c2oc2ccccc23)c1	-10	-1	0.1	x	14
2	CCS(=O)(=O)c1nc(S(=O)(=O)c2ccc(Cl)cc2)c(N2CCOCC2)s1	6	-3	-0.3	-1	5
3	COc1cc2[nH]c(=O)n(CCC(=O)N3CCN(c4ccc(Cl)cc4)CC3)c(=O)c2cc1OC	x	0	-0.3	x	-3
4	CC(=O)c1cc(C#N)c(SCc2ccccc2C#N)nc1C	1	-8	-0.4	26	-17
5	COc1ccccc1N1CC(C(=O)Nc2cccc(C(=O)O)c2)CC1=O (stereo not drawn)	-3	-4	0.2	1	2
6	O=C(CN1C(=O)CCc2cc(S(=O)(=O)N3CCOCC3)ccc21)NCc1ccc(F)cc1	x	0	1.1	x	4
7	NC(=O)c1nsc(C(=O)N(c2ccccc2)C(C(=O)NC2CCCC2)c2ccncc2)c1N (stereo not drawn)	-3	-4	0.3	8	7
8	CCc1nc(C)cn1S(=O)(=O)c1ccc(Cl)c(Cl)c1Cl	-1	2	-0.1	-1	-15

No.	D2 potentiator	TRHR enhancer	D2 agonist	D1 agonist
1	12	-2	0.3	3
2	4	-2	-0.5	-1
3	-4	3	0.1	2
4	4	-10	-0.9	0
5	5	9	-2.4	5
6	-9	0	1.1	1
7	16	9	-1.1	3
8	-10	-8	-0.4	6

From compound 2 as far as 8, as listed above:
No.	SMILES	RXFP1 antagonist	D1 PAM	TRHR agonist	D2 antagonist	D1 antag
2	CCS(=O)(=O)c1nc(S(=O)(=O)c2ccc(Cl)cc2)c(N2CCOCC2)s1	6	-3	-0.3	-1	5
3	COc1cc2[nH]c(=O)n(CCC(=O)N3CCN(c4ccc(Cl)cc4)CC3)c(=O)c2cc1OC	x	0	-0.3	x	-3
4	CC(=O)c1cc(C#N)c(SCc2ccccc2C#N)nc1C	1	-8	-0.4	26	-17
5	COc1ccccc1N1CC(C(=O)Nc2cccc(C(=O)O)c2)CC1=O (stereo not drawn)	-3	-4	0.2	1	2
6	O=C(CN1C(=O)CCc2cc(S(=O)(=O)N3CCOCC3)ccc21)NCc1ccc(F)cc1	x	0	1.1	x	4
7	NC(=O)c1nsc(C(=O)N(c2ccccc2)C(C(=O)NC2CCCC2)c2ccncc2)c1N (stereo not drawn)	-3	-4	0.3	8	7
8	CCc1nc(C)cn1S(=O)(=O)c1ccc(Cl)c(Cl)c1Cl	-1	2	-0.1	-1	-15

No.	D2 potentiator	TRHR enhancer	D2 agonist	D1 agonist
2	4	-2	-0.5	-1
3	-4	3	0.1	2
4	4	-10	-0.9	0
5	5	9	-2.4	5
6	-9	0	1.1	1
7	16	9	-1.1	3
8	-10	-8	-0.4	6

Remaining list, next part.
No.	SMILES	RXFP1 antagonist	D1 PAM	TRHR agonist	D2 antagonist	D1 antag
9	CN(C)/N=C/c1cc([N+](=O)[O-])ccc1O	-27	-4	1.2	-8	10
10	Cc1ccc(NC(=O)C2CCN(S(=O)(=O)c3ccc4c(c3)NC(=O)CO4)CC2)cc1C	-9	-2	0.0	27	0
11	CCCS(=O)(=O)N1CCC(C(=O)NC2CCC(C)CC2)CC1 (stereo not drawn)	2	2	0.2	-7	24
12	COC(=O)c1cccc(-n2c(C)cc(C=O)c2C)c1	3	-4	-2.4	-8	-30*
13	CC1(C)OC(=O)C(=NNc2ccc(O)cc2)C(=O)O1	2	-1	0.2	-13	14
14	Cc1nn(Cc2ccc(C(=O)NC(C)(C)C)o2)c(C)c1Br	-4	-7	-1.0	-3	-25
15	N#Cc1ccc(OCC(=O)Nc2cc(S(=O)(=O)N3CCOCC3)ccc2N2CCOCC2)cc1	-26	2	-0.4	0	-9
16	CN(C)c1ccc(/C=N/NC(=O)C2COc3ccccc3O2)o1 (stereo not drawn)	-2	-5	0.2	0	-16

No.	D2 potentiator	TRHR enhancer	D2 agonist	D1 agonist
9	-4	6	0.9	5
10	-23	-5	-0.2	1
11	8	8	0.3	3
12	-1	-5	-1.3	3
13	-3	-1	0.5	4
14	-2	16	0.5	10
15	6	-1	0.9	4
16	3	3	0.2	0

Next section.
No.	SMILES	RXFP1 antagonist	D1 PAM	TRHR agonist	D2 antagonist	D1 antag
17	Cc1ccc(-n2c3nc(=O)n(C)c(=O)c-3cc3ccccc32)c(C)c1	x	0	-0.9	x	1
18	CCc1ccc(N(CC(=O)NCCc2ccccc2)C(=O)CCC(=O)Nc2ccccn2)cc1	-4	-8	0.2	8	1
19	C=CCN1C(=O)/C(=C/c2cccs2)S/C1=N\S(=O)(=O)c1ccc(F)cc1	5	-4	1.2	2	-12
20	O=C(NC(C(=O)O)c1ccccc1)c1ccccc1 (stereo not drawn)	x	-4	0.9	14	-2
21	COc1ccc(-c2nc(CC(=O)O)cs2)cc1OC	x	-2	-0.6	-5	3
22	Cn1c(N)c(C(=O)COC(=O)c2cc(C3CC3)nc3ccccc23)c(=O)n(C)c1=O	x	-5	0.3	-34	-5
23	CNc1nc(SC)nc(N(C)C#N)n1	3	-6	0.3	12	-6
24	Cc1n[nH]c(=O)nc1N/N=C/c1cccs1	-6	-2	-0.1	8	0

No.	D2 potentiator	TRHR enhancer	D2 agonist	D1 agonist
17	22	8	0.3	1
18	x	0	-3.2	0
19	14	-7	0.3	2
20	6	-10	0.1	2
21	-3	-4	0.2	-1
22	0	13	1.3	-3
23	11	0	2.8	-1
24	36*	0	0.7	2

Next results:
No.	SMILES	RXFP1 antagonist	D1 PAM	TRHR agonist	D2 antagonist	D1 antag
25	CC(=O)Nc1ccc(NC(=O)Nc2cccc3ccccc23)cc1	-13	-2	-0.5	-6	-2
26	O=C(CCc1c[nH]c2ccccc12)Nc1ccc(S(=O)(=O)Nc2ncccn2)cc1	-2	17	0.7	-2	-1
27	Cc1ccc2c(CC(=O)OCC(=O)Nc3ccc(Cl)cn3)coc2c1	-11	-2	-0.2	-14	-9
28	O=C(Nc1nccs1)c1ccc[nH]c1=O	12	3	0.7	9	18
29	Fc1cccc(CN2CCc3nc(Nc4ccc5c(c4)OCCO5)ncc3C2)c1F	u	2	1.8	x	28
30	Nc1ncnc2c1ncn2[C@H]1C[C@H](O)[C@@H](CO)O1	x	1	0.4	12	3
31	Cc1cc(=O)[nH]c(SCC(=O)Nc2ccc(F)cc2)c1C#N	-31	0	0.3	-4	3
32	O=C(Cn1cnc2ccccc2c1=O)NCCCN1CCCC1=O	6	-2	0.6	-6	-16

No.	D2 potentiator	TRHR enhancer	D2 agonist	D1 agonist
25	-10	-7	0.1	1
26	-1	9	1.7	4
27	17	6	-0.3	10
28	-8	-5	-1.4	3
29	1	4	6.1	1
30	-1	0	0.8	1
31	-4	24	1.1	6
32	-4	0	-0.1	1

(next part)
No.	SMILES	RXFP1 antagonist	D1 PAM	TRHR agonist	D2 antagonist	D1 antag
33	COc1ccccc1NS(=O)(=O)c1cc(N2Cc3ccccc3C2=N)ccc1N1CCOCC1	-3	-2	0.0	0	-9
34	CCc1ccc2oc(C(=O)NC3CCS(=O)(=O)C3)cc(=O)c2c1 (stereo not drawn)	3	2	-0.8	1	-2
35	COc1ccccc1[C@]1(C)ON(c2ccccc2C(F)(F)F)C1=O	x	-4	-0.8	-1	x
36	COC(=O)c1scc(-c2ccc(C)cc2)c1S(=O)(=O)N1CCN(c2ccccc2)CC1	x	3	0.8	x	0
37	Cc1ccc(NC(=O)C2CCCN2S(=O)(=O)c2cccc3nsnc23)c(Br)c1 (stereo not drawn)	-5	-2	0.4	x	-11
38	Cc1csc(NC(=O)c2cnccn2)n1	-4	-10	0.6	11	-16
39	COc1ccc(NC(=O)CCN2C(=O)/C(=C/c3ccc4c(c3)OCO4)SC2=S)cc1	-10	-1	0.6	8	-23
40	COc1ccc(C(=O)C2CCCN(Cc3cc(Cl)ccc3O)C2)c(OC)c1 (stereo not drawn)	-10	2	0.0	23	-23

No.	D2 potentiator	TRHR enhancer	D2 agonist	D1 agonist
33	0	8	-0.7	15
34	9	10	0.0	-1
35	-8	-2	-0.8	-1
36	-5	4	1.5	4
37	-5	-1	x	0
38	5	16	0.1	-1
39	0	5	0.2	4
40	2	-1	1.6	6

(next part)
No.	SMILES	RXFP1 antagonist	D1 PAM	TRHR agonist	D2 antagonist	D1 antag
41	CCCCc1c(O)nc(SCC(=O)Nc2ccc(C)cc2)n(-c2ccc(OC)cc2)c1=O	3	-2	0.3	-3	7
42	Cc1ccc(-c2cc(C(F)F)n3ncc(C(=O)N4CCCCC4c4cccnc4)c3n2)cc1 (stereo not drawn)	-3	20	-0.2	3	-2
43	COc1cccc(-c2nnc(SCC(=O)N3CCc4ccccc43)o2)c1	4	3	-0.2	x	-11
44	O=C(CSc1ccccc1)NC(=O)NCc1ccccc1	10	-6	0.7	0	7
45	Cc1ccc(-n2ncc3c(=O)[nH]c(SCC(=O)N4CCC(C)CC4)nc32)cc1C	x	-5	0.2	13	-13
46	CCC(OC(=O)c1ccco1)C(=O)NC1CCCC1 (stereo not drawn)	-13	-11	0.6	7	0
47	COc1ccccc1NC(=S)NNC(=S)Nc1ccc(OC(F)F)cc1	-26	-5	0.7	11	-8
48	CCN(CC)CCN1C(=O)C(=O)/C(=C(/O)c2ccc(C)cc2)C1c1cccnc1 (stereo not drawn)	-3	1	0.8	-12	8
49	CC1CCCCC1NC(=O)c1ccc2c(c1)OCCO2 (stereo not drawn)	-6	x	-0.1	x	1

No.	D2 potentiator	TRHR enhancer	D2 agonist	D1 agonist
41	4	3	-0.2	2
42	15	-1	-2.2	6
43	9	15	-0.7	1
44	4	-4	0.4	8
45	-2	-5	0.7	2
46	-6	-4	1.9	5
47	-17	-1	0.6	3
48	5	14	1.4	4
49	x	1	x	2
